# Compound activity as filed in PubChem.
# WRN inhibitor: inhibitors of human WRN helicase; Q14191; WRN helicase unwinding, fluorescent forked duplex, kinetic; Potency, µM (series often up to 114 µM), for the others: at the top dose activity change, negative = inhibition, hits mostly inhibitors; 0.46% of 360,000 active; AID 651768; note: potency is the fitted concentration of half-maximal effect; % is set by controls: 0 for no effect and ±100 for the full control effect; nearly all actives have a fitted effect of over 55% in size
#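 Enzyme (20 nM final) and test compound sit together 15 min at room temperature before substrate addition. Substrate is a single-forked duplex oligonucleotide (100 nM) labelled with fluorophore and quencher, with 2 mM ATP; helicase unwinding raises red fluorescence, read kinetically.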
# Mm-Cpn inhibitor: blocks the Methanococcus maripaludis chaperonin Mm-Cpn; 0.031% of 330,000 active; Potency, µM (doses to about 76.9 µM), for inactives: top-dose activity, negative = inhibition, usual class: inhibitors; purified Mm-Cpn ATPase, ADP Transcreener TR-FRET; AID 504842; note: potency is the fitted concentration of half-maximal effect; % is set by controls: 0 for no effect and ±100 for the full control effect; nearly all actives have a fitted effect of over 80% in size
#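 Eu-cryptate anti-ADP/ADP-d2 competition gives a ratio inversely related to ADP. Enzyme at 25 nM was pre-exposed to compound for 10 min, then given 10 uM ATP for 30 min, 37°C throughout.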
# CCT chaperon mod: modulators of cytosolic chaperonin (CCT/TRiC) activity; activity change, % (test concentration not listed), hits read low; 0.3% of 360,000 active; purified chaperonin ATPase assay, HTRF ADP detection, 30 min; in the data active = activity change below about -30%; note: % is set by controls: 0 for no effect and ±100 for the full control effect
#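 ATPase activity: ADP formed was measured by HTRF Transcreener (665/615 nm ratio) after 30 min at 37 deg C with 10 uM ATP. Compounds screened at one 76 uM concentration against 40 or 20 nM TRiC in Tris pH 7.4/KCl/MgCl2/DTT buffer.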
# EPAC2 antagonist: EPAC2 (human) antagonism. Q8WZA2. EPAC2 GEF exchange of Rap1B-BODIPY-GDP, fluorescence. Potency, µM (titrated, usually from 114 µM), without a hit: at the highest dose activity, negative = inhibition, usual class: inhibitors. 0.18% of 360,000 active; note: potency is the fitted concentration of half-maximal effect; % is set by controls: 0 for no effect and ±100 for the full control effect; nearly all actives have a fitted effect of over 45% in size; many of its hits are not listed in these tables
# EPAC1 ag: EPAC1 (human) agonism; O95398; EPAC1 agonist qHTS, biochemical assay; response scale: 100% = response to 6.5 mM cAMP; Potency, µM (titrated, usually from 154 µM), for inactives: at the highest dose activation, hits mostly activators; 0.073% of 360,000 active; AID 720707; note: potency is the fitted concentration of half-maximal effect; nearly all actives have a fitted effect of over 60% in size
#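 Multi-concentration qHTS readout: loss of Rap1B-bound BODIPY-GDP fluorescence driven by 100 nM EPAC1 with excess GDP (50 uM), monitored kinetically at room temperature; agonist response expressed relative to 6.5 mM cAMP.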
# PLK1 PBD block: inhibitors of human PLK1 polo-box domain binding. AID 720504. 2.8% of 360,000 active. Potency, µM, for the others: max response, negative = inhibition, most hits filed as inhibitors. Plk1 PBD binding of FITC phosphopeptide, fluorescence polarization. P53350; note: potency is the fitted concentration of half-maximal effect; series mostly up to about 57 µM; % is set by controls: 0 for no effect and ±100 for the full control effect; nearly all actives have a fitted effect of over 65% in size
# Target sequence (P53350 whole entry, looked up, the tested form may be a part): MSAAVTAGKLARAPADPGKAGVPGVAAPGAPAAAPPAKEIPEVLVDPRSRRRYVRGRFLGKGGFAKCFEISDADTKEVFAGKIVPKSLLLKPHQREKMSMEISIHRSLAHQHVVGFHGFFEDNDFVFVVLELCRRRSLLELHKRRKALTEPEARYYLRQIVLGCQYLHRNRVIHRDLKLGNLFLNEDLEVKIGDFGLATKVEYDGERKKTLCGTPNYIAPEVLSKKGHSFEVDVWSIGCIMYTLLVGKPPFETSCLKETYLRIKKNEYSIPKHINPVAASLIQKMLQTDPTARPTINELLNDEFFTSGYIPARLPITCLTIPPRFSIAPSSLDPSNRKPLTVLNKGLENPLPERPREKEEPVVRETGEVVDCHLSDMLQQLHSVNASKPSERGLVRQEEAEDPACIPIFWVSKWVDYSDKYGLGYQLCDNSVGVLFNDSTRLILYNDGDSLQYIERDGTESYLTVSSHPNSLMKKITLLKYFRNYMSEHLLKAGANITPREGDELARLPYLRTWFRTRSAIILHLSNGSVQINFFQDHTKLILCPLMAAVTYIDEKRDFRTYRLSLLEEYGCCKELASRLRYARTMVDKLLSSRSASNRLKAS
# EPAC1 antagonist: EPAC1 (human) antagonism; O95398; EPAC1 GEF assay, Rap1b-BODIPY-GDP exchange fluorescence; Potency, µM (series often up to 115 µM), for the others: at the top dose activity change, negative = inhibition, most hits filed as inhibitors; 0.14% of 360,000 active;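 note: potency is the fitted concentration of half-maximal effect; plate controls were vehicle for no effect and positive control for full effect; nearly all actives have a fitted effect of over 50% in size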
# PI5P4Ka inh: inhibitors of human PI5P4K alpha; P48426; max response, %; 1.2% of 330,000 active; PI5P4Kalpha enzyme, ADP-Glo luminescence, 60 min; stronger effect = lower value; active = max response of -50% or lower; inconclusive = between -30% and -50%; inactive = -30% or higher; note: value at the top dose of about 77 µM; % is set by controls: 0 for no effect and ±100 for the full control effect
# Target sequence (P48426 whole entry, looked up): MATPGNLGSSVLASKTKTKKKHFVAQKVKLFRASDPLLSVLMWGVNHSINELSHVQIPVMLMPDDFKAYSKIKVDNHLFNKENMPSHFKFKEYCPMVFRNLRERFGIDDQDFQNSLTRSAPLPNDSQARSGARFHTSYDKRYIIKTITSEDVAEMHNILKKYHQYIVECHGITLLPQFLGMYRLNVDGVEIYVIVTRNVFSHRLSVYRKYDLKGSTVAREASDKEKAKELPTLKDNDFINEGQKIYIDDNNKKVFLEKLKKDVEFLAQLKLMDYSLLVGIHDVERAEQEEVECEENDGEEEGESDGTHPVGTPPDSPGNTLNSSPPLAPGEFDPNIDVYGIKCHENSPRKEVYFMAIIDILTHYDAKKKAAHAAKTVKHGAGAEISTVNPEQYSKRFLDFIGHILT
#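 Controls without substrate or without enzyme flank wells where PI5P4Kalpha converts substrate using 5 microM ATP (final). Incubation lasts 60 minutes at room temperature; ADP formed is read by ADP-Glo luminescence.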
# * hit, by the source's call; ? = inconclusive; / = no result given; [ ] = remark or other dose. Unless noted, calls come from the whole dose curve; as a rule, active = well fitted curve in the direction sought with a large enough effect; inconclusive = small, poorly fitted or top-dose-only effect, or another doubt; inactive = no such curve, though single readings can be large; an effect the other way counts as inactive or inconclusive. A portion of the library; rates above refer to the full screens.
nr	Structure	EPAC1 ag	Mm-Cpn inhibitor	EPAC2 antagonist	PI5P4Ka inh	WRN inhibitor	EPAC1 antagonist	PLK1 PBD block	CCT chaperon mod
1	Cc1ccc(-c2nc3c(c(=O)[nH]c(=O)n3Cc3ccccc3)n2Cc2ccccc2)o1	12%	-9%	4%	?	-10%	-12%	-11%	2.7
2	CC1CCN(CC(=O)N2c3ccccc3CCc3ccccc32)CC1	7%	0%	-4%[57.1 µM]	1	-1%	-7%	-3%	1.2
3	COc1ccc(-c2coc3c(C(=O)NCC(C)C)cccc23)c(C)c1	5%	/	-8%	8	-4%[57.1 µM]	-8%	0%	1.0
4	Cc1nc2ccccc2c(=O)n1C1CCCCCC1	-8%	?	4%	1	7%	-3%	-17%	0.0
5	O=C(CCc1ccccc1)NCCC1=CCCCC1	-7%	-1%	-1%	3	-33%	-7%	-6%	2.5
6	Cc1cc(NC(=O)COC(=O)CCn2c(C)csc2=O)c([N+](=O)[O-])cc1C	-2%	/	-13%	-24	1%	-5%	-4%	-5.5
7	Cc1cnc(C)c(Nc2nc(C(N)CCc3ccccc3)cs2)n1 (stereo not given)	-7%	/	8%	0	-5%	4%	-4%	-0.1
8	Cc1nc(SCc2ccc(C(=O)O)cc2)c2c(C)c(C)sc2n1	7%	2%	-3%	17	-21%	-11%	-30%	-0.9
9	CC(C)(CNS(=O)(=O)c1cccs1)N1CCOCC1	-2%	0%	13%	4	11%	1%	1%	-0.5
10	Cc1ccc(NC(=O)Cc2n[nH]c(=S)n2C)cc1	3%	-9%	8%	1	-9%[57.1 µM]	-19%	3%	-4.1
11	CCC1(C)CC(=O)N(c2ccc(C(=O)O)c(O)c2)C1=O (stereo not given)	22%	-1%	-9%	1	-3%	-11%	-5%	-1.6
12	CCn1cc(CN2CCN(Cc3ccc(C)o3)C(CCO)C2)c2ccccc21 (stereo not given)	1%	3%	1%	-5	7%	3%	-6%	-1.4
13	CCSCCOC(=O)C1=C(C)NC(=O)NC1c1cccc(OC)c1OC (stereo not given)	0%	-1%	-1%	/	-3%	-7%	-4%	-1.3
14	CCOC(=O)C1=C(COC(=O)/C=C/c2ccc(SC)cc2)NC(=O)NC1C (stereo not given)	-10%	-4%	-7%	?	-5%	-14%	-12%	0.5
15	COc1cc(C(C)=O)ccc1Oc1cc(NN2CCCCC2)c([N+](=O)[O-])cc1[N+](=O)[O-]	-4%	1%	-3%	10	6%	11%	-7%	-0.1
16	O=C(COC(=O)C1CCN(c2ccc(C(F)(F)F)cn2)CC1)NCc1cccc(Cl)c1	6%	0%	-14%	14	-26%	-15%	-4%	1.8
17	COC(=O)c1cc(S(=O)(=O)Nc2ccc(C)c(F)c2)c[nH]1	-27%	3%	3%	5	-9%	8%	4%	-0.3
18	OCCN1CCN(c2nc(NCc3ccco3)c3ccccc3n2)CC1	4%	0%	-5%	-3	3%	2%	-8%	-0.5
19	COc1ccc(OCc2nn3c(Cn4cnc5ccccc54)nnc3s2)cc1	7%	1%	0%	/	-2%	3%	15µM*	-4.8
20	CN(C)S(=O)(=O)n1cc(/C=C(\NC(=O)c2ccccc2F)C(=O)NCCN2CCOCC2)c2ccccc21	4%	/	14%	-6	5%	14%	1%	-1.2
21	S=C(c1ccco1)N1CCOCC1	-3%	/	20%	-1	7%	4%	-1%	1.0
22	COc1ccc(-n2c(=O)cc(N3CCN(c4ccccc4OC)CC3)[nH]c2=O)cc1	-4%	-1%	8%	/	-3%	3%	-7%	-2.9
23	CCC(C)NC(=O)C1(C)CCC(=O)N1Cc1ccccc1OC (stereo not given)	-6%	2%	2%	/	9%	12%	-5%	-1.6
24	O=C(CCC(=O)OCC(=O)c1ccc([N+](=O)[O-])cc1)Nc1ccccc1Cl	-11%	1%	1%	-5	4%	-3%	-2%	-1.1
25	OC(COc1ccc(Br)cc1)CN1CCC(Cc2ccccc2)CC1 (stereo not given)	-7%	-2%	-3%	-5	-5%	7%	-1%	-1.7
26	COc1ccccc1Oc1c(C)oc2c(CN3CCOCC3)c(O)ccc2c1=O	-15%	-7%	-8%	-3	4%	-3%	1%	-0.1
27	O=C1CC(=O)C(n2cncn2)C(c2c(F)cccc2Cl)C1 (stereo not given)	0%	1%	0%[57.1 µM]	-3	5%	-6%	-3%	-1.6
28	Nc1nc(SCc2ccc(F)cc2)ns1	6%	-1%	-4%	-5	-9%	-6%	?	-1.6
29	CC(C)(C)OC(=O)N1CCc2onc(-c3ccc([N+](=O)[O-])cc3)c2C1=O	-17%	/	7%	-9	2%	-19%	-17%	-1.1
30	CCOCCCn1cnc2c(c1=O)c1nc3ccccc3nc1n2-c1ccccc1	0%	0%	-2%	/	9%	7%	-8%	-5.0
31	O=C(CSc1nnnn1C1CCCCC1)N1CCCC1	5%	1%	3%	-4	9%	3%	-10%	1.4
32	COc1ccc(C(CC(=O)N2CCCC2)c2c(OC)cc(OC)c3c(-c4ccccc4)cc(=O)oc23)cc1 (stereo not given)	8%	-8%	?	?	-11%[11.6 µM]	?	?	-1.5
33	Cc1nc2sccn2c(=O)c1S(=O)(=O)NCC1CCN(Cc2ccccc2Cl)CC1	-7%	4%	-1%	5	9%	?	-21%	-1.5
34	COc1ccc(-n2c(CCc3ccccc3)n[nH]c2=S)cc1	-7%	4%	0%	-2	-10%	-1%	-11%	-1.0
35	Cc1ccccc1-c1csc(C(O)(c2ccccc2)C(F)(F)F)n1 (stereo not given)	2%	/	?	23	-3%	-10%	2%	0.4
36	COC(=O)c1ccc2c(=O)n(C3CCCCC3)c(SCC#N)nc2c1	-1%	4%	16%	/	4%	23%	-2%	0.0
37	CC(=O)c1cccc(CN2CCCCC2C(=O)Nc2ccc(Oc3ccccc3)nc2)c1 (stereo not given)	16%	1%	22%	3	-13%	-6%	-1%	0.4
38	Nc1nonc1-n1nnc(C(=O)N/N=C/c2ccccc2)c1CN1CCc2ccccc21	-5%	-2%	6%	-1	-4%	2%	-9%	-0.7
39	CCOc1ccc(/C=N/n2c(SC)nnc(C(C)(C)C)c2=O)cc1	2%	-2%	1%	2	-17%[57.1 µM]	-13%	-2%	-1.7
40	CCCC(=O)OCC(=O)Nc1cc(Cl)ccc1[N+](=O)[O-]	2%	-2%	-1%	-2	-1%	6%	-1%	-3.0
41	Cc1ccc(-n2c(Cn3nc(C(F)(F)F)cc3C)n[nH]c2=S)cc1	-4%	1%	-3%	/	0%	-4%	-11%	0.5
42	CCOC(=O)c1ccc(CNC(=O)C(Cc2c[nH]c3ccccc23)NC(C)=O)o1 (stereo not given)	5%	-3%	13%	/	-12%	3%	-5%	2.8
43	O=C1CC(Nc2cc(=O)[nH]c(=O)[nH]2)C(=O)N1c1ccccc1Cl (stereo not given)	4%	-1%	3%	0	7%	-32%	-29%	-2.3
44	Cc1cc(C)cc(C(=O)N2CCN(c3ccccn3)CC2)c1	0%	-3%	-3%	9	3%	3%	-2%	-0.1
45	CCOC(=O)C(=O)Cc1nc(OCc2ccccc2)cc(OCc2ccccc2)n1	7%	/	-6%	-6	4%	3%	-7%	-39*
46	O=C(NN=C1C2CC3CC(C2)CC1C3)c1cc(Cl)ccc1O	10%	0%	-6%	2	?	-19%	-10%	-3.7
47	CC(C)c1cc(C(=O)Nc2sc3c(c2C#N)CCC3)no1	-5%	-19%	6%	/	-10%	2%	24µM*	-1.1
48	CN(Cc1ccccc1)C(=O)[C@@H]1CCCN1S(=O)(=O)c1ccc(Cl)cc1	-1%	2%	2%	-4	7%	-1%	0%	-0.2
49	O=C(CC[C@H]1O[C@@H](n2cnc3c(NC(=O)c4ccccc4)ncnc32)[C@H](O)[C@@H]1O)NCc1ccco1	1%	/	5%	1	1%	10%	-3%	-3.5
50	COc1ccc(-n2nc(C(=O)NCc3ccco3)c3c4ccccc4n(C)c3c2=O)cc1	-1%	1%	-3%[57.1 µM]	7	-2%	-7%	2%	1.6

# (further entries)
nr	Structure	EPAC1 ag	Mm-Cpn inhibitor	EPAC2 antagonist	PI5P4Ka inh	WRN inhibitor	EPAC1 antagonist	PLK1 PBD block	CCT chaperon mod
51	CCCCNC(=O)c1ccc(S(=O)(=O)c2ccc(Cl)cc2)c(NC(C)=O)c1	-1%	0%	13%	/	12%	6%	-2%	2.5
52	CC1CN(CC(=O)Nc2cccc(C(=O)Nc3cccc(C(F)(F)F)c3)c2)CC(C)O1 (stereo not given)	0%	1%	-5%	6	14%	-25%	-16%	0.0
53	O=Cc1nc(-c2ccccc2Cl)n2ccccc12	-1%	2%	2%	/	-6%	4%	-1%	-2.2
54	CC(CNCCCn1cnc2c(OCc3ccccc3)ncnc21)c1ccccc1 (stereo not given)	5%	/	10%	9	-8%	6%	-6%	-1.4
55	CCOC(=O)C1CCCN(C2=NC(=O)/C(=C/c3ccc(N(C)C)cc3)S2)C1 (stereo not given)	13%	-1%	2%	6	-6%[57.1 µM]	-1%	63%[activator]	1.9
56	CCOC(=O)C1(CC2CCCCO2)CCN(C(=O)Nc2ccc(C(=O)OC)cc2)CC1 (stereo not given)	5%	-5%	-3%	7	-1%	?	-8%	0.7
57	CC12CCC(c3c(C(=O)Nc4nccs4)nn(-c4ccccc4)c31)C2(C)C (stereo not given)	0%	0%	9%	/	-10%	-10%	-10%	-2.8
58	CCOC(=O)C(Cc1c(F)cccc1F)(NC(C)=O)C(=O)OCC	-1%	4%	16%	/	11%	12%	-4%	-3.0
59	COc1cc(C(=O)N(CCc2ccccc2)C2CC3CCC(C2)N3C)cc(OC)c1OC (stereo not given)	9%	-3%	-5%	2	-3%	-13%	-6%	-0.6
60	Cc1ccsc1/C=C1\SC(N)=NC1=O	2%	-4%	16%	-18	-33%	-1%	0%	-0.5
61	Cc1cc(C)c(C#N)c(SCc2nc3ccccc3[nH]2)n1	2%	?	1%	0	-1%[57.1 µM]	-1%	-17%	-2.5
62	CCOC(=O)c1sc2cc([N+](=O)[O-])cc(SCC(C)C)c2c1N	-6%	-1%	2%	/	-4%	2%	?	-1.8
63	Clc1cccc(Cl)c1Cn1c(-c2cccnc2Cl)nc2ccccc21	10%	1%	-1%	/	-5%	4%	2%	-1.0
64	Cc1cccc(NC(=O)CCNS(=O)(=O)c2ccc3[nH]c(=O)oc3c2)c1	1%	5%	-2%	3	-7%	-12%	-8%	-4.2

# CCT chaperon mod, entries above that show a hit.
nr	Structure	EPAC1 ag	Mm-Cpn inhibitor	EPAC2 antagonist	PI5P4Ka inh	WRN inhibitor	EPAC1 antagonist	PLK1 PBD block	CCT chaperon mod
45	CCOC(=O)C(=O)Cc1nc(OCc2ccccc2)cc(OCc2ccccc2)n1	7%	/	-6%	-6	4%	3%	-7%	-39*
